ERK EGF block: inhibitors of EGF-stimulated ERK signaling pathway. HEK293-V1b, EGF-stimulated phospho-ERK AlphaScreen. Potency, µM (highest dose often 11.5 µM), for the others: top-dose activity change, negative = inhibition, most hits filed as inhibitors. 130,000 compounds, 0.41% hits; active = well fitted inhibition curve with a large enough effect; inconclusive = small, poorly fitted or top-dose-only effect, or effect the other way;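 also: plate controls were stimulated vehicle wells for no effect and unstimulated vehicle basal for full effect; nearly all actives have a fitted effect of over 55% in size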
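Homogeneous cell-based phospho-ERK assay: HEK293/V1b cells in 1% FBS, compound 30 min then EGF 5 min, AlphaScreen luminescence. Activity normalized between DMSO and 25 nM EGF controls; AC50 from Hill modelling.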
Active calls of the source: *; ? = inconclusive; & = joins results of further samples; [ ] = another dose, or the depositor's remark. Potency is read from the fitted curve at half-maximal effect.

| structure | ERK EGF block |
| --- | --- |
| O=C(NC1CCCC1)C1c2ccccc2C(=O)N1CCCN1CCOCC1 (centres undefined) | -2% |
| Cc1cc(=O)[nH]c(N/N=C/c2ccccc2C(F)(F)F)n1 | 0% |
| CCC(=O)Nc1ccc(C(=O)NNC(=O)c2ccccc2)cc1 | 3% |
| Cc1cc(Oc2ccc(=O)n(C)n2)nc(SCc2ccccc2)n1 | 2% |
| COC(=O)NC(NC(=S)Nc1cccc(C)c1)C(Cl)(Cl)Cl (centres undefined) | -9% |
| COc1cc2nc(N3CCN(C(=O)c4ccco4)CC3)nc(N)c2cc1OC | 6%[57.5 µM] |
| CCCOc1ccc(CSc2n[nH]c(C)n2)cc1 | -1%[57.5 µM] |
| NC(=O)c1sc2cc(C(F)(F)F)cnc2c1-c1ccccc1 | -19%[57.5 µM] |
| COc1ccc(/C=C/c2nc(-c3ccccc3O)n(-c3ccccc3)n2)cc1 | 23% |
| COc1ccc(OC)c(-n2c(=S)[nH]c3cc(C(=O)N4CCN(c5ccccc5)CC4)ccc3c2=O)c1 | 0% |
| COC(=O)[C@@]1(Cc2ccc(F)cc2)[C@H]2c3cc(C(=O)N(C)C)n(Cc4c(CO)[nH]cc(C)c4=O)c3C[C@H]2CN1C(=O)c1ccccc1 | -16%&-4% |
| CCc1ccc(-c2csc(-c3c[nH]c4ccccc34)n2)cc1 | 6% |
| Cc1cc(OCCN2CCCC2)ccc1C(C)C | 2% |
| CCC(C)NC(=O)CC(c1ccccc1)c1cc(C)ccc1O (centres undefined) | -5% |
| COCCN1C(=O)N[C@@H](CCc2ccccc2)C(C(=O)OC)=C1C | -8% |
| CCCNCC1C(Oc2ccc(Cl)cc2Cl)C(=O)N1c1cccc(C)c1C (centres undefined) | -10% |
| CCOC(=O)c1cc2c(=O)n3ccccc3nc2n(Cc2ccco2)c1=NC(=O)c1cccc(OC)c1 | 3% |
| CC(C)CCOCC(O)CCC(=O)NNC(=S)Nc1ccccc1 (centres undefined) | 7% |
| Cc1cc(NC(=O)c2ccccc2)n(-c2nc3ccccc3[nH]2)n1 | -8% |
| NNC(=O)CNc1cccc(Br)c1 | -4%[57.5 µM] |
| O=C(CSc1ccc([N+](=O)[O-])cc1)Nc1cccc(S(=O)(=O)Nc2ccccc2F)c1 | -4% |
| COc1ccccc1NC(=S)N1CCN(C(=O)C2CCCO2)CC1 (centres undefined) | -2% |
| COc1ccc(C2=NN(CCC(=O)NCc3ccc4c(c3)OCO4)C(=O)CC2)cc1 | 4% |
| Cc1cccc(Cc2nnc(CCC(=O)N(C)C3CCOC3)o2)c1 (centres undefined) | -2% |
| COc1ccc(Cc2c(O)nc(SCC(=O)c3ccc(OC)cc3)[nH]c2=O)cc1 | 4% |
| Cc1ccc(N2CCN(/N=C/c3c(C)nn(-c4ccccc4)c3Cl)CC2)cc1 | -5% |
| CCCOC(=O)Nc1nc(-c2ccc(C)cc2)c(C)s1 | 2% |
| COc1ccc(NC(=O)c2ccc(Cn3cc(Cl)cn3)cc2)cc1 | 0% |
| O=C(Nc1ncc(S(=O)(=O)c2ccc([N+](=O)[O-])cc2)s1)c1ccccc1F | -5%[57.5 µM] |
| C=C1CCN([C@H](C(=O)NCc2ccc(OC)cc2)C(C)C)S(=O)(=O)c2ccccc21 | -13%[57.5 µM] |
| Cc1ccc(C(=O)Nc2ccc(C(=O)N3CCCCC3C)cc2)cc1 (centres undefined) | 1% |
| CC(CCC(=O)O)C1CCC2C3CC[C@H]4CC(O)CC[C@@]4(C)C3C=C[C@]12C (some centres undefined) | 2% |
| OCC1CCCN(C2CCN(Cc3nc(Cc4cccc(C(F)(F)F)c4)no3)CC2)C1 (centres undefined) | -3% |
| CCNC(=S)NNc1nc(N2CCCCC2)nc(N2CCOCC2)n1 | 4% |
| CC(NC(=O)Nc1ccccc1F)C(C)(C)C (centres undefined) | -15% |
| COc1ccc(-c2cc(C(=O)NCCCn3ccnc3)no2)cc1 | 9% |
| CCS(=O)(=O)Nc1cc(C(=O)O)ccc1C | -10% |
| O=C(O)CC1NCCc2ccccc21 (centres undefined) | 7%[57.5 µM] |
| CO[C@H]1C=CO[C@@]2(C)Oc3c(C)c(O)c4c(O)c(c5c(c4c3C2=O)NC2(CCN(CC(C)C)CC2)N=5)=NC(=O)C(C)=CC=C[C@H](C)[C@H](O)[C@@H](C)[C@@H](O)[C@@H](C)[C@H](OC(C)=O)[C@@H]1C | -7%[57.5 µM] |
| CCOC(=O)c1c(C)[nH]c(C2=NNC(=Nc3ccccc3OC)SC2)c1C | 4% |
| Cc1nc(N2CCC(C)CC2)c2c(C)c(C(=O)Nc3ccc(C)c(F)c3)sc2n1 | -3% |
| CCOc1ccc(Cc2onc3c2C(=O)CC(C)(C)C3)cc1OCC | 2% |
| CCOC(=O)c1c(C)nc2sc3c(=O)[nH]cnc3c2c1-c1ccc(OC)cc1 | -3% |
| COC(=O)C1=C(Nc2ccccc2NC(=O)CCCC(=O)O)CSC1 | 5%[57.5 µM] |
| CC(C)(C)NC(=O)C(c1ccc(O)cc1)N(C(=O)CCC(=O)Nc1nccs1)c1ccccc1F (centres undefined) | -3% |
| COc1ccc2c(c1)O[C@@H](c1ccc3c(c1)OCO3)[C@H](O)C2=O | -3% |
| O=C(CCn1c(=O)sc2ccccc21)NCc1cccs1 | 2% |
| COC(=O)c1sc(-c2ccc(C(C)(C)C)cc2)cc1NC(=O)COCC(=O)O | 7%[57.5 µM] |

Continued, overlapping the part above by three compounds.
| structure | ERK EGF block |
| --- | --- |
| COc1ccc2c(c1)O[C@@H](c1ccc3c(c1)OCO3)[C@H](O)C2=O | -3% |
| O=C(CCn1c(=O)sc2ccccc21)NCc1cccs1 | 2% |
| COC(=O)c1sc(-c2ccc(C(C)(C)C)cc2)cc1NC(=O)COCC(=O)O | 7%[57.5 µM] |
| Cc1ccc(S(=O)(=O)Nc2ccnc(-c3cccnc3)n2)cc1 | -5% |
| CCOc1cccc(/C=N/N2C(=O)CSC2=S)c1O | -3% |
| NC(=O)C1CCN(S(=O)(=O)Cc2ccccc2Cl)CC1 | -3% |
| Cc1ccccc1CN(c1ccc(C(=O)NCc2ccccn2)cc1)S(C)(=O)=O | -8% |
| Cc1nn(C)cc1/C=N/NC(=O)Cn1cncn1 | -12%[57.5 µM] |
| COc1ccccc1NCC(=O)N/N=C(\C)c1ccc(Br)s1 | 8% |
| COC(=O)CN1C(=O)N/C(=C/c2ccc(C)o2)C1=O | -6%[57.5 µM] |
| O=C(OCCN=C1NS(=O)(=O)c2ccccc21)c1cccs1 | 27% |

Some of the entries above, reformatted.
mol: O=C(CSc1ccc([N+](=O)[O-])cc1)Nc1cccc(S(=O)(=O)Nc2ccccc2F)c1
  ERK EGF block: -4%
mol: COc1ccccc1NC(=S)N1CCN(C(=O)C2CCCO2)CC1 (centres undefined)
  ERK EGF block: -2%
mol: COc1ccc(C2=NN(CCC(=O)NCc3ccc4c(c3)OCO4)C(=O)CC2)cc1
  ERK EGF block: 4%
mol: Cc1cccc(Cc2nnc(CCC(=O)N(C)C3CCOC3)o2)c1 (centres undefined)
  ERK EGF block: -2%

Next structures.
| structure | ERK EGF block |
| --- | --- |
| O=C(Nc1ccc(F)cc1)c1nn(-c2ccccc2)c(=O)cc1Cl | 10% |
| COc1cccc(C(=O)c2sc(NC(C)C)nc2N)c1 | 18% |
| COc1cccc(/C=N/NC(=O)C(C)n2nc(C)c([N+](=O)[O-])c2C)c1O (centres undefined) | -1% |
| O=S(=O)(Nc1nc2ccccc2nc1N1CCc2ccccc2C1)c1ccc(Br)cc1 | 3% |
| C#C[C@]1(O)CC[C@H]2[C@@H]3CCC4=C(CCC(=O)C4)[C@H]3CC[C@@]21C | -3%[57.5 µM] |
| Cc1cc(C(=O)O)sc1C(N)C(=O)O (centres undefined) | 2% |
| O=C(/C=C\c1ccco1)c1ccc(NC(=O)c2ccco2)cc1 | -6% |
| COC(=O)c1sccc1NC(=O)c1c(C)c(-c2cccc(Cl)c2)nc2ccccc12 | -1% |
| O=C(c1csnn1)N1CCC2(CC1)CCN(c1ccccn1)CC2 | 11% |
| COc1ccc(C(=O)Nc2ccc(N3CCC(C)CC3)cc2)cc1Br | -4% |
| CCCCCCCC(=O)NNC(=O)c1c(O)c2ccccc2n(CC)c1=O | 3% |
| CCn1ncc([N+](=O)[O-])c1C(=O)Nc1ccc(C(=O)N2CCCCC2)cc1 | -3% |
| COc1cnn(-c2ccccc2)c(=O)c1OC | -1%[57.5 µM] |
| Cn1cc([N+](=O)[O-])c(C(=O)N/N=C\c2c[nH]c3ccccc23)n1 | 0% |
| Cc1cc(C)n(-c2ccc(S(=O)(=O)N3CCCC3)cc2[N+](=O)[O-])n1 | -8%[57.5 µM] |
| Fc1ccc(CO/N=C2\CCCc3nonc32)cc1 | 5% |
| Cn1c(=O)cc(OCCCC(=O)NCc2ccc(F)cc2Cl)c2ccccc21 | 4% |
| COc1ccc(OC)c(NC(=O)CC2SC(=N)N(c3ccccc3)C2=O)c1 (centres undefined) | -8% |
| O=C(OC1CCOC1=O)c1ccc(Cl)c(S(=O)(=O)N2CCCCC2)c1 (centres undefined) | -4% |
| C=CCc1cccc(/C=N/NC(=O)CCCNc2ccc(C)cc2)c1O | -1% |
| O=C(OCCC1Oc2cccnc2NC1=O)c1ccc([N+](=O)[O-])cc1 (centres undefined) | -1% |
| CN(Cc1cccc(Cl)c1Cl)C(=O)c1ccc(NC(=O)CC#N)cc1 | -13% |
| COCCn1c(Cc2ccccc2)nnc1SCc1ccc([N+](=O)[O-])cc1 | 7% |
| C1=Cc2ccccc2Nc2ccccc21 | 8%[57.5 µM] |

Two entries from above, as labelled records.
> CCC(C)NC(=O)CC(c1ccccc1)c1cc(C)ccc1O (centres undefined)
  ERK EGF block: -5%
> COCCN1C(=O)N[C@@H](CCc2ccccc2)C(C(=O)OC)=C1C
  ERK EGF block: -8%

Continued:
smiles,ERK EGF block
CN(Cc1c(C(=O)N(C)Cc2ccccc2)nc2ccccn12)CC1Cc2ccccc2O1 (centres undefined),-15%[57.5 µM]
CCOc1ccc(S(=O)(=O)NCCC(=O)N2CCN(c3ccc(OC)cc3)CC2)cc1,-4%
O=c1[nH]c(=S)[nH]c2sccc12,?
O=C(CCCC1=NS(=O)(=O)c2ccccc2N1)N1CCN(c2ccc(Cl)cc2)CC1,-7%
CCCCNC(=O)C1CCC(CNS(=O)(=O)c2ccc(NC(C)=O)cc2)CC1 (centres undefined),-25%
O=C(N/N=C/c1ccc([N+](=O)[O-])cc1)c1[nH]ncc1Br,5%
CSc1ccc(S(=O)(=O)Nc2ccc3c(c2)NC(=O)CC3)cc1,4%
COC(=O)c1cnc(Oc2ccc(NC(=O)NC(=O)c3ccccc3Cl)cc2)cc1C(F)(F)F,-2%[57.5 µM]
CCC(=Nc1ccccc1O)C1=C(O)CC(c2ccccc2)CC1=O (centres undefined),-3%[57.5 µM]
COc1ccc(CC(=O)NNC(=O)COc2ccc(Br)cc2C)cc1OC,-6%
O=c1c(-c2ccc(O[C@@H]3O[C@H](CO)[C@@H](O)[C@H](O)[C@H]3O)cc2)coc2cc(O)cc(O)c12,-12%
Cc1ccc(S(=O)(=O)N2CCCC(C(=O)NCc3ccco3)C2)cc1Cl (centres undefined),-2%
CC(CCc1ccccc1)NC(=O)c1ccco1 (centres undefined),6%
O=C(N/N=C/C=C/c1ccc([N+](=O)[O-])cc1)C1COc2ccccc2O1 (centres undefined),2%
CN1C(=O)c2ccccc2C(C(=O)O)C1c1cccc([N+](=O)[O-])c1 (centres undefined),-4%[57.5 µM]
O=C(O)/C=C/C(=O)NCCc1ccccc1,4%
COc1cccc(/C=N/NC(=O)CCCC(=O)NC2CCCCC2)c1,-2%
COC(=O)N1CCC2(CCN(Cc3ccccc3OC)CC2)CC1,8%
O=C(Nc1ccc(S(=O)(=O)Nc2ncccn2)cc1)c1cccnc1,4%
O=C(NC(Cc1ccccc1)C(=O)O)/C(=C/c1ccco1)NC(=O)c1cccc(Br)c1 (centres undefined),9%
N#C/C(C(=O)NCCc1ccccc1)=C1/N=C(NC(=O)c2cccs2)c2ccccc21,?
COC(=O)c1cccc(C23CC4(C2)[C@H](CN(Cc2ccc(C(F)(F)F)cc2)[C@@H]4c2ccccc2)C3c2ccc(Cl)nc2)c1 (some centres undefined),-10%
CCOC(=O)N1CCN(C(=O)c2ccc(-n3c(=S)[nH]c4ccccc4c3=O)cc2)CC1,-1%
Cc1nn(Cc2ccccc2)c2c1C(c1ccccc1)C(C#N)=C(N)O2 (centres undefined),-3%
O=[N+]([O-])c1nn(-c2ccc(Cl)cc2)n(O)c1=NCc1ccccc1Cl,-3%
O=C(CC1C(=O)NCCN1Cc1ccc(-c2ccccc2)cc1)NCC1CCOCC1 (centres undefined),-1%
O=C(O)C1=C[C@H](c2ccc(Br)cc2)C[C@H](OCCCCO)O1,-15%[57.5 µM]
COC(=O)CN(c1ccc(C)cc1)S(=O)(=O)c1ccc(F)cc1,-9%
CCCCN(CC)C(=O)Cc1ccc(Br)cc1,2%
COCCNc1nc(N)c([N+](=O)[O-])c(NCC2CCCO2)n1 (centres undefined),12%
COc1ccc(NC(=O)N2CCCC(CCC(=O)N(C)CCc3ccccn3)C2)cc1 (centres undefined),14%
NNc1nncc2ccccc12,-7%
Cn1c(=O)n(C)c2cc(NS(=O)(=O)c3ccc(Br)s3)ccc21,-4%
CCc1nnc(NS(=O)(=O)c2ccc(NC(=S)NC(=O)c3ccc(OC)c(OC)c3)cc2)s1,8%
CCOC(=O)c1csc(NC(=O)c2ccc(N3C(=O)CCC3=O)cc2)n1,-15%
C/C(=N\N=C(N)N)c1cccc(Cl)c1,-6%
CCN(Cc1ccccc1)C(=O)C1CCN(Cc2sccc2C)CC1,0%
O=C(O)c1cccc(Nc2nc(Nc3ccccc3)nc(N3CCCC3)n2)c1,-4%
CC(C)Cn1cc(C(=O)N2CCC(C)CC2)c2c3ccccc3n(C)c2c1=O,6%

Screening data deposited in PubChem BioAssay by National Center for Advancing Translational Sciences (NCATS).

Only part of the results is shown; rates above refer to the full screens.
